KLF5 inh: suppresses KLF5 promoter-driven expression; actives 0.23% (n = 290,000); inhibition, % at 5 µM; DLD-1 KLF5 promoter-luciferase reporter, luminescence; AID 1700;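 active = inhibition above a per-plate limit of that plate's mean compound inhibition plus 3 SD, cut at about 60% in these data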;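 note: 0% = DMSO wells and 100% = LY294002 at 200 µM; higher means less KLF5 promoter-driven luciferase light; inactives centre near -14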
SKKanGAS inh: blocks kanamycin growth of S. pyogenes SKKanGAS strain; BacTiter-Glo, 6 h; actives 1.3% (n = 300,000); AID 1662; inhibition, % at 7.5 µM;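 active = mean replicate score, as percent of positive control median, at least 50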;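 note: strain carries kanamycin resistance gene driven by streptokinase promoter and grows in 40 µg/ml kanamycin; loss of luminescence reflects streptokinase promoter inhibition or plain growth inhibition; 0% = median of DMSO wells and 100% = positive control at its reference dose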
TRPC4 PAM: allosteric potentiators of mouse TRPC4 channel | Q9QUQ5 | HEK293 TRPC4beta/mu-opioid, DAMGO EC20, Fluo-4 Ca2+ flux; hits give high values | B-score at 10 µM | actives 0.42% (n = 310,000) | AID 2227;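 active = B-score of calcium response area above 5 SD of library B-scores, with initial fluorescence ratio within 5 SD of library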;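 note: B-score of integrated fluorescence ratio over time as area under calcium response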
HIF act: HIF pathway transcriptional activation; U2OS HRE-luciferase reporter, luminescence; normalized: DMSO 0%, desferrioxamine 100%; activation, % at 7.5 µM (by protocol); actives 0.32% (n = 300,000); AID 1910;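 active = mean activation of at least 10% of the iron chelator positive control signal, with at least half of replicates also reaching 10%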
TRPC4 block: TRPC4 (mouse) channel inhibition. Q9QUQ5. HEK293 TRPC4beta/mu-opioid, DAMGO-evoked Fluo4 calcium flux; hits give low values. B-score at 10 µM. actives 0.39% (n = 300,000). AID 2247;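 active = B-score over 3 SD under the library average, no early fluorescence shift, positive overall ratio signal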
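Material: HEK293 cells with stable TRPC4beta plus mu-opioid receptor expression; probe or stimulus: DAMGO in two steps, submaximal then maximal; technique: Fluo4 calcium fluorescence by kinetic imaging, 5 s 1 Hz baseline; measure: integrated fluorescence ratio relative to baseline, converted to per-well B score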
MrgX1 antagonist: blocks BAM8-22 activation of human MrgX1 receptor | Q96LB2 | MRGX1-HEK293 calcium flux, Fluo-4, BAM8-22 antagonism; hits give low values | B-score at 10 µM | actives 1.3% (n = 310,000);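 active = calcium-response B-score plate-corrected more than 3 library SD below zero, starting fluorescence within 5 deviations, no agonist response on first addition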;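 note: peak minus trough fluorescence over baseline after final BAM8-22 challenge near maximal dose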
Target sequence (Q96LB2 whole entry, looked up): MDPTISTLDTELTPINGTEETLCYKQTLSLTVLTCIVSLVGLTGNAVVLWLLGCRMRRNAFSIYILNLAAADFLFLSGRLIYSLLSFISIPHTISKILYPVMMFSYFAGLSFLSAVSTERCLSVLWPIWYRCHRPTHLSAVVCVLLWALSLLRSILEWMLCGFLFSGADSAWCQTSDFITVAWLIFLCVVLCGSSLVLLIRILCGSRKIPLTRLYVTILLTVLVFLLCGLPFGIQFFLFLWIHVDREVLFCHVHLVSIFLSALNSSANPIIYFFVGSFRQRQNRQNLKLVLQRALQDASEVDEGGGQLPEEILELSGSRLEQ
IEC-6 tox: counter-screen for KLF5 inhibitors: cytotoxicity in IEC-6 cells; IEC-6 cytotoxicity, luminescence viability; inhibition, % at 5 µM; actives 0.78% (n = 290,000); in the data active = inhibition above about 22%;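 note: 0% = plate median of test compound wells and 100% = cytotoxic reference compound wells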
TRPC6 act: activates the mouse TRPC6 cation channel; Q61143; HEK293-TRPC6 membrane potential dye fluorescence; hits give high values; B-score at 10 µM; actives 0.13% (n = 310,000);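 active = B-score of the integrated fluorescence ratio above library mean plus 3 SD, and starting fluorescence ratio within library mean plus 5 SD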;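 note: higher score means more depolarization so channel activation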
TRPC4 act: TRPC4 (mouse) channel activation; Q9QUQ5; HEK293 TRPC4beta/mu-opioid, Fluo4 calcium fluorescence; hits give high values; B-score at 10 µM; actives 0.49% (n = 310,000);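 active = B-score above 5 SD of library B-scores, and initial fluorescence ratio not above library mean plus 5 SD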;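 note: positive B-score marks a calcium rise read as TRPC4 activation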
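Material: TRPC4beta and mu-opioid receptor HEK293 stable cells | Incubation: 45 min room-temperature Fluo4 loading, 110 s read | Detection: Kinetic Fluo4 calcium fluorescence | Measure: Integrated baseline-normalised fluorescence ratio, converted to per-well B score | Benchmarks: Low control buffer alone, high control maximal DAMGO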
aSyn UTR inh: MLPCN primary screen, SNCA 5' untranslated region; actives 0.82% (n = 300,000); alpha-synuclein 5'UTR reporter, inhibitor activity; inhibition, % (tested at 7.5 µM); in the data active = inhibition above about 60%;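 note: H4 neuroglioblastoma cells stably carrying SNCA 5'UTR luciferase fusion; 0% = DMSO wells and 100% = positive control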
TRPC6 inh: inhibitors of mouse TRPC6 channel; B-score at 10 µM; HEK293-TRPC6, membrane potential dye, ACh-evoked depolarization; hits give low values; actives 1.1% (n = 310,000);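 active = B-score under library mean minus 3 SD, initial fluorescence not abnormally high, positive integrated signal ratio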;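 note: B-score derived from integrated fluorescence ratio over the kinetic read; more negative B-score means stronger inhibition of depolarization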
* = called active by the depositor; i = inactive; . = not tested or not shown.

Each structure is followed by: KLF5 inh | SKKanGAS inh | TRPC4 PAM | HIF act | TRPC4 block | MrgX1 antagonist | IEC-6 tox | TRPC6 act | TRPC4 act | aSyn UTR inh | TRPC6 inh
Cc1nonc1NC(=O)CSc1nnc(-c2ccoc2C)n1C
→ -22 | 2 | i | -11 | i | i | -3 | i | i | -2 | i
COc1ccc(C(=O)/C=C/c2ccc(OC)c(Cn3nnc4ccccc43)c2)cc1
→ -19 | 8 | i | 0.9 | i | i | -6 | i | i | -25 | i
COc1ccc(/C(O)=C2\C(=O)C(=O)N(c3cc(C)on3)C2c2ccc(OC)c(OC)c2)cc1OC (stereo unspecified)
→ -8 | 6 | i | -9.8 | i | i | -4 | i | i | 18 | i
CCOc1cc(/C=N\n2nnnc2N)ccc1O
→ -8 | -2 | i | 1.5 | i | i | 6 | i | i | -6 | i
COC(=O)c1nc(NC(=O)C(C)(C)C)n[nH]1
→ -10 | 1 | i | -0.7 | i | i | 4 | i | i | 17 | i
CC(C)(C)OC(=O)N1CCC[C@H]1C(=O)NCc1ccc(Cl)cc1Cl
→ -8 | -6 | i | -1.2 | i | i | -11 | i | i | 0 | i
CC(C)NC(=S)N1CCC(Cc2ccccc2)CC1
→ -9 | 2 | i | 0.0 | i | i | 0 | i | i | 23 | i
COC(=O)c1cc2c(ccn2-c2ccc(F)cc2)n1Cc1cccc(OC)c1
→ -9 | -6 | i | -0.9 | i | i | 2 | i | i | 21 | i
COC(=O)c1[nH]c2ccc(Br)cc2c1NC(=O)CN1CCCc2ccccc21
→ -11 | 29 | i | 0.2 | i | i | 1 | i | i | 12 | i
CCC(CC)C(=O)Nc1cccc(C(=O)N2CCCC2)c1
→ 8 | -10 | i | -0.1 | i | i | 8 | i | i | 21 | i
COc1ccccc1NC(=O)CSc1nnc(-c2ccoc2C)n1C
→ 0 | -7 | i | -0.2 | i | i | 6 | i | i | -13 | i
COc1ccc(C(=O)N2CCCCCC2)cc1OC1CCN(C(C)C)CC1
→ -5 | -5 | i | 0.0 | i | i | -5 | i | i | 1 | i
O=[N+]([O-])c1ccc(O)c(C(C#Cc2ccccc2)N2CCOCC2)c1 (stereo unspecified)
→ -19 | 13 | i | 0.8 | i | i | -8 | i | i | -19 | i
COc1ccc2c(c1)c(C(=O)CN1CCN(C(=O)c3ccco3)CC1)c(C)n2C
→ 3 | -7 | i | 0.3 | i | i | 1 | i | i | 11 | i
Cc1ccc(Cl)cc1Nc1nc(-c2sc(NC(=O)c3cccc(Cl)c3)nc2C)cs1
→ -99 | 20 | i | 3.5 | i | i | -5 | i | i | -201 | i
O=C(c1ccc(-c2nc3ccccc3s2)s1)N1CCOCC1
→ 57 | -1 | i | -2.6 | i | i | 9 | i | i | 100* | i
Cc1ccc2c(c1)c(C)c(C)n2CC(O)CN1CCCCC1C (stereo unspecified)
→ -31 | -2 | i | . | i | i | -7 | i | i | 11 | i
COc1cc(C(=O)N/N=C(\Cc2ncc[nH]2)c2ccccc2)cc(OC)c1OC
→ 1 | . | i | . | i | i | 11 | i | i | . | i
COc1ccc(C(=O)NC2CCSc3ccccc32)cc1 (stereo unspecified)
→ -51 | 13 | i | 0.9 | i | i | 1 | i | i | -27 | i
Cc1cc(C)cc(C(=O)NN2CCN(C)CC2)c1
→ 28 | 2 | i | -0.1 | i | i | 2 | i | i | 11 | i
CCn1c(COc2ccccc2OC)nnc1SCC(=O)NC1CCCC1
→ 2 | -3 | i | -0.5 | i | i | 0 | i | i | 9 | i
C#CCOCCOCCOCCNc1nc(N2CCN(C(=O)[C@H](Cc3ccc(O)cc3)n3cc(CCO)nn3)CC2)nc(N2CCN(C(=O)[C@H](Cc3ccc(O)cc3)n3cc(CCO)nn3)CC2)n1
→ -34 | 5 | i | -1.1 | i | i | -2 | i | i | -11 | i
COC(=O)CNC(c1ccccc1)c1cc(Br)ccc1NC(=O)OCc1ccccc1 (stereo unspecified)
→ -62 | 13 | i | -2.2 | i | i | -6 | i | i | 22 | i
CC(C)c1cc(C(N)=O)c(NC(=O)C2CCC2)s1
→ 20 | -4 | i | -0.4 | i | i | 1 | i | i | 21 | i
CCOC(=O)c1c(NC(=O)C2COc3ccccc3O2)sc2c1CCN(Cc1ccccc1)C2 (stereo unspecified)
→ -39 | 9 | i | 0.8 | i | i | -6 | i | i | -9 | i
CCCCCOc1cccc(C2C(C(=O)c3cccs3)=C(O)C(=O)N2CCN2CCOCC2)c1 (stereo unspecified)
→ . | 8 | i | -0.2 | i | i | . | i | i | -26 | i
O=S(=O)(NCC1CCCO1)c1cc(Cl)ccc1Br (stereo unspecified)
→ -1 | -5 | i | -0.2 | i | i | 6 | i | i | 10 | i
CCN(C(=O)COC(=O)c1ccc(Cl)nc1)C1CCS(=O)(=O)C1 (stereo unspecified)
→ -51 | -2 | i | 0.7 | . | i | 0 | i | i | -27 | i
C[N+](C)(C)CCOc1ccc([N+](=O)[O-])cc1
→ 20 | 8 | i | -0.7 | i | i | -6 | i | i | 1 | i
COc1cc(SC)ccc1C(=O)Nc1ccccn1
→ -101 | -8 | i | 0.0 | i | i | 12 | i | i | -1 | i

Rewritten tab-delimited: part of the list above
structure	KLF5 inh	SKKanGAS inh	TRPC4 PAM	HIF act	TRPC4 block	MrgX1 antagonist	IEC-6 tox	TRPC6 act	TRPC4 act	aSyn UTR inh	TRPC6 inh
CCOC(=O)c1c(NC(=O)C2COc3ccccc3O2)sc2c1CCN(Cc1ccccc1)C2 (stereo unspecified)	-39	9	i	0.8	i	i	-6	i	i	-9	i
COC(=O)c1nc(NC(=O)C(C)(C)C)n[nH]1	-10	1	i	-0.7	i	i	4	i	i	17	i

Next entries.
Each structure is followed by: KLF5 inh | SKKanGAS inh | TRPC4 PAM | HIF act | TRPC4 block | MrgX1 antagonist | IEC-6 tox | TRPC6 act | TRPC4 act | aSyn UTR inh | TRPC6 inh
CCc1ccccc1OCC(=O)OCC(=O)N1CC(=O)Nc2ccccc21
→ 18 | -21 | i | -0.2 | i | i | 2 | i | i | -17 | i
Cc1c(NC2=CC(=O)CCC2)c(=O)n(-c2ccccc2)n1C
→ -11 | 1 | i | -0.3 | i | i | -10 | i | i | 4 | i
CCOC(=O)N1CCN(C(=O)c2noc3c2COc2ccccc2-3)CC1
→ -79 | -1 | i | 0.8 | i | i | 5 | i | i | 0 | i
CN(Cc1ccccc1)C(=O)COC(=O)CCNC(=O)c1ccccc1Cl
→ -25 | -12 | i | -0.4 | i | i | -2 | i | i | -5 | i
CCN(CC)CCNC(=O)c1ccc(NC(=O)c2ccc(F)cc2F)cc1
→ -4 | -8 | i | -0.1 | i | i | -7 | i | i | 0 | i
Fc1ccc(CN2CCCN(Cc3nc(-c4ccc5c(c4)OCO5)no3)CC2)cc1
→ -9 | 11 | i | -0.1 | i | i | -9 | i | i | 8 | i
CC(=O)c1c(C)[nH]c(C(=O)N2CCN(c3ccccn3)CC2)c1C
→ 1 | 5 | i | 0.3 | i | i | -1 | i | i | 8 | i
COc1ccc2nc(NC(=O)Cc3ccc(OC)c(S(=O)(=O)N4CCOCC4)c3)sc2c1
→ -13 | 11 | i | 0.6 | i | i | 4 | i | i | -31 | i
Cc1occc1-c1nnc(SCC(=O)N2CCCCC2)o1
→ -42 | -12 | i | 0.6 | i | i | -5 | i | i | -25 | i
Cc1c(Cl)cccc1NC(=O)Nc1ccn(C)n1
→ 7 | -1 | i | -1.3 | i | i | 2 | i | i | 7 | i
COc1cc2nc(CN3CCOCC3)n(CC(=O)N3CCCCCC3)c(=O)c2cc1OC
→ -6 | -2 | i | 0.0 | i | i | -1 | i | i | 5 | i
COc1ccc(N2CCN(c3cc(C)c4ccccc4n3)CC2)cc1
→ -8 | -8 | i | 0.4 | i | i | 1 | i | i | -35 | i
C#CCOC(=O)CCC(=O)NCCc1ccccc1
→ -4 | -2 | i | 0.0 | i | i | 6 | i | i | 8 | i
Cc1ccc(NC(=O)c2ccc3c(c2)nnn3C)cc1
→ -31 | -3 | i | 2.1 | i | i | 0 | i | i | -51 | i
O=C(CSc1nc(-c2ccccc2)c(-c2ccccc2)[nH]1)NCc1ccco1
→ -4 | 1 | i | 0.3 | i | i | 0 | i | i | 12 | i
NCCCCCc1nnc(SCc2ccc(Cl)c(Cl)c2)o1
→ 4 | 8 | i | -0.1 | i | i | -4 | i | i | -1 | -6.2*
O=C(NC(=S)NNS(=O)(=O)c1ccccc1)c1cccnc1
→ -12 | -2 | i | 0.1 | i | i | -2 | i | i | 23 | i
CC1Sc2ccc(S(=O)(=O)N3CCC(C(=O)N(C)Cc4ccccc4)CC3)cc2NC1=O (stereo unspecified)
→ -1 | -7 | i | -0.3 | i | i | 8 | i | i | 18 | i
COC(=O)C1=C(C)N=C2SCCC(=O)N2C1c1ccc(OC(=O)c2ccco2)cc1 (stereo unspecified)
→ -23 | -4 | i | 0.0 | i | . | -5 | i | i | 3 | i
Cc1ccccc1-n1nc2c(c1NC(=O)c1cccc(F)c1)CS(=O)C2 (stereo unspecified)
→ -23 | 0 | i | 0.0 | i | i | -8 | i | i | 26 | i
CCOc1cccc(C(=O)Nc2ccccc2C(=O)N2CCN(C)CC2)c1
→ -15 | -11 | i | -5.4 | i | i | 1 | i | i | -13 | i
CCS(=O)(=O)N1CCN(S(=O)(=O)c2ccccc2)CC1
→ -15 | -5 | i | 0.2 | i | i | 6 | i | i | -22 | i
COc1cc(S(=O)(=O)NCCCN2CCOCC2)ccc1-n1cnnn1
→ -28 | 0 | i | -0.7 | i | i | 3 | i | i | 14 | i
Cc1c(NC(=O)C(=O)N/N=C/c2cccs2)c(=O)n(-c2ccccc2)n1C
→ -17 | -1 | i | 0.1 | i | i | 4 | i | i | 23 | i
COC(=O)c1ccc(OC(=O)c2ccccc2F)cc1
→ -14 | 3 | i | -0.2 | i | i | 4 | i | i | 13 | i
Cc1ccc2c(CN(C)Cc3cccc(F)c3)cc(=O)oc2c1
→ -103 | 7 | i | 2.3 | i | i | 14 | i | i | -124 | i
Cc1cccc(NC(=O)Nc2ccncc2)c1
→ -5 | 4 | i | 0.4 | i | i | 1 | i | i | -39 | i
CCOC(=O)C1=C(C)NC(=S)NC1c1ccc(OCC(=O)N2CCCCC2)cc1 (stereo unspecified)
→ -14 | 0 | i | -0.1 | i | i | -3 | i | i | -14 | i
CC(=O)Nc1cccc(-c2nc3ccccc3s2)c1
→ -103 | . | i | 5.7 | i | i | 5 | i | i | -133 | i
O=C(O)CSC1CC(=O)N(c2cccc(Cl)c2)C1=O (stereo unspecified)
→ 0 | 8 | i | -0.2 | i | i | -2 | i | i | 25 | i

Compound activity (PubChem)
